JMJD2C inh: inhibitors of human GASC-1 (JMJD2C) demethylase; GST-JMJD2C(1-420) H3K9me3 demethylation, DELFIA europium; inhibition, % at 2.35 µM; 330,000 tested, 0.069% active;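 active means more than half of a compound's replicate wells show inhibition beyond 50%, single wells judged on their own value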;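 further: signal counts dimethyl H3K9 product captured on neutravidin plate; 0% = median of DMSO wells and 100% = 0.3 times that DMSO median; strong numbers were not always called active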
Efflux pump mplx: blocks antifungal efflux pumps in multiplex yeast assay; S. cerevisiae Candida pump triplex, Nile Red efflux; AID 485275; inhibition, % at 10 µM; 330,000 tested, 0.44% active;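 active means plate passing quality check with inhibition over a set limit, or well fluorescence over plate mean plus 4 SD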;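 further: Nile Red retained in pooled yeast measured as flow cytometry median fluorescence; 0% = buffer negative control and 100% = Enniatin B positive control; higher means more Nile Red kept so more efflux inhibition; some compounds called inactive have numbers as strong as hits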
proCasp3 act: procaspase-3 (human) activation | recombinant procaspase-3 D3A, Ac-DEVD-pNA absorbance 405 nm | activation, % at 8.5 µM | 330,000 tested, 0.11% active;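 active means activation above the mean of all tested compounds plus 3 SD, cut at about 21% in these data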;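 further: 0% = DMSO alone and 100% = DMSO wells spiked with extra 5 µM PC-3 D3A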
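Test system: Procaspase-3 D3A mutant; medium: Zinc-free HEPES/NaCl buffer with 0.01% Triton X-100 at pH 7.4; reagent: DEVD-pNA substrate; doses: one concentration, 8.5 µM nominal, 0.8% DMSO; times: 1 h preincubation plus 2 h reaction at 25 °C; signal: Epi-absorbance at 405 nm of released p-nitroaniline, 0 and 120 min; replicates: singlicate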
proCasp7 act: counter-screen: procaspase-7 (human) activation | P55210 | recombinant procaspase-7, Ac-DEVD-pNA absorbance 405 nm; D23A/D198A/D206A triple mutant, cannot self-cleave; scale: DMSO 0, 5 µM enzyme 100 | activation, % at 8.5 µM | 330,000 tested, 0.093% active | AID 463210;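 active means percent activation above the screen-wide mean plus 3 SD, cut at about 25% in these data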
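Assay system: Uncleavable procaspase-7 mutant enzyme / Input: 2 µM procaspase-7 mutant as dispensed / Dosing: single nominal 8.5 µM compound dose, 0.8% DMSO final / Timing: 1 h enzyme–compound preincubation and 2 h substrate reaction, both 25 °C / Detection: p-Nitroaniline absorbance at 405 nm, read at 0 and 120 min / Replication: singlicate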
HCV core dimer: HCV core protein dimerization inhibition; TR-FRET GST/Flag-core106 dimerization, 1536-well; 300,000 tested, 0.33% active; AID 1899; inhibition, % at 5 µM;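 active means inhibition above the mean of all tested compounds plus 3 SD, set per screening campaign, cut at about 45% in these data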
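Assay system: GST-tagged and Flag-tagged HCV core protein residues 1-106 / Times: compound-protein-antibody incubation 4 h at 22.5 °C / Signal: time-resolved FRET, ex 340 nm, em 617 and 671 nm / Evaluation: % inhibition based on acceptor/donor emission ratio / Benchmarks: wells lacking GST-core106 and wells with excess unlabelled core106 / Repeats: singlicate, one well per compound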
TPT1 inhibitor: blocks Candida albicans tRNA 2'-phosphotransferase; recombinant caTPT1, FP RNA substrate dephosphorylation; inhibition, % at 5 µM; AID 1962; 300,000 tested, 0.81% active;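 active means inhibition above the mean of all tested compounds plus 3 SD, set per screening campaign, cut at about 24% in these data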;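 further: plate controls were DMSO alone for no effect and ferristatin control at 100 nM for full effect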
PP5 inh: blocks human protein phosphatase 5 activity; P53041; 320,000 tested, 0.18% active; inhibition, % at 6.7 µM; purified PP5c, OMFP substrate fluorescence;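 active means inhibition above the campaign's mean inhibition across all tested compounds plus 3 SD, cut at about 9.5% in these data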;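 further: 0% = DMSO only and 100% = 100 µM cantharidin control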
PP1 inh: counter-screen for PP5 inhibitors: inhibitors of human PP1-alpha; inhibition, % at 6.7 µM; 320,000 tested, 0.9% active; P62136; purified PP1alpha, OMFP fluorescence;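 active means inhibition above the mean inhibition of all tested compounds plus 3 SD, computed separately for each screening campaign, cut at about 15% in these data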
Fh CTSL1 inh: counter-screen for PFM18AAP inhibitors: inhibitors of F. hepatica cathepsin L1. AID 1906. recombinant F. hepatica cathepsin L1, Z-Leu-Arg-MCA fluorescence. inhibition, % at 5.96 µM. 300,000 tested, 0.49% active;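 active means inhibition above the mean of all tested compounds plus 3 SD, set per screening campaign, cut at about 17% in these data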;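 further: 0% = plate median of test compound wells and 100% = 1 µM Z-Phe-Ala-diazomethylketone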
Numbers without * were called inactive; . = no result given.

SMILES	JMJD2C inh	Efflux pump mplx	proCasp3 act	proCasp7 act	HCV core dimer	TPT1 inhibitor	PP5 inh	PP1 inh	Fh CTSL1 inh
CC(=O)c1ccc(N2C(=NC(=O)COc3ccccc3)SC3CS(=O)(=O)CC32)cc1 (stereo not given)	5	0.1	5	1	-12	-1	0.8	-2	4
CC(=O)CSc1nnc(C(F)(F)F)n1C	3	-0.1	-2	11	-5	-5	-0.3	0	-3
NC(=O)c1nsc(C(=O)N(c2cccc(F)c2)C(C(=O)NC2CCCC2)c2ccco2)c1N (stereo not given)	1	0.0	-8	0	1	3	0.9	3	-2
Cc1cc(F)ccc1S(=O)(=O)Nc1ccc(O)c(Sc2ncn[nH]2)c1	6	0.0	9	2	4	4	2.1	0	-2
CCN1CCN(C(=O)c2cc(COc3ccc4ncccc4c3)on2)CC1	12	-0.2	1	2	-3	-4	-1.0	-1	2
CC(=O)Cn1c(CN2CC(C)CC(C)C2)nc2c1c(=O)n(C)c(=O)n2C (stereo not given)	-1	0.0	8	17	-4	-4	-1.7	3	0
Cc1ccc(N(CC(=O)NCCSc2ccccn2)S(=O)(=O)c2ccc(F)cc2)cc1	-2	-0.1	1	1	5	1	-1.1	-2	0
O=C1CCCc2oc3c(c21)CCCC3	4	0.0	13	-6	-5	-3	4.4	2	-3
COc1ccccc1CNC(=O)[C@H](CCSC)NC(=O)[C@@H]1Cc2ccccc2CN1	-1	-0.2	1	12	3	-8	1.5	-1	-2
CCCCNC(=O)CC1SC(=NCC)N(CC)C1=O (stereo not given)	1	0.1	1	2	-7	-5	0.4	1	2

Five compounds picked at random from the list so far, as already listed:
SMILES	JMJD2C inh	Efflux pump mplx	proCasp3 act	proCasp7 act	HCV core dimer	TPT1 inhibitor	PP5 inh	PP1 inh	Fh CTSL1 inh
Cc1ccc(N(CC(=O)NCCSc2ccccn2)S(=O)(=O)c2ccc(F)cc2)cc1	-2	-0.1	1	1	5	1	-1.1	-2	0
CC(=O)Cn1c(CN2CC(C)CC(C)C2)nc2c1c(=O)n(C)c(=O)n2C (stereo not given)	-1	0.0	8	17	-4	-4	-1.7	3	0
CC(=O)CSc1nnc(C(F)(F)F)n1C	3	-0.1	-2	11	-5	-5	-0.3	0	-3
O=C1CCCc2oc3c(c21)CCCC3	4	0.0	13	-6	-5	-3	4.4	2	-3
Cc1cc(F)ccc1S(=O)(=O)Nc1ccc(O)c(Sc2ncn[nH]2)c1	6	0.0	9	2	4	4	2.1	0	-2

(listing goes on)
SMILES	JMJD2C inh	Efflux pump mplx	proCasp3 act	proCasp7 act	HCV core dimer	TPT1 inhibitor	PP5 inh	PP1 inh	Fh CTSL1 inh
O=C(COC(=O)c1ccco1)NCc1ccc2c(c1)OCO2	0	-0.1	1	14	0	-4	-1.7	-5	-12
CCN(CC)S(=O)(=O)c1ccc(OC)c(NC(=O)OCc2ccccc2)c1	30	0.1	-1	-1	8	0	0.9	1	-1
CS(=O)(=O)N(C(=O)NC(=O)NC1CCS(=O)(=O)C1)C1CCCCC1 (stereo not given)	1	0.0	2	-4	1	0	2.2	-3	-2
O=C(O)Cn1nnc(-c2ccc(OCc3ccccc3)cc2)n1	-3	0.0	5	-10	19	0	0.6	3	2
O=C(Nc1cccnc1)Nc1cc(Cl)cc(Cl)c1	1	0.0	5	8	-1	0	4.7	5	0
COc1ccc(C(=O)C2CCCN(C(=O)c3cnsn3)C2)c(C)c1 (stereo not given)	0	-0.3	-2	-2	2	2	1.9	-2	6
C=CCNC(=O)Nc1ccc(F)c(Cl)c1	1	0.0	2	0	8	1	1.2	-6	-4
O=C1CC(c2ccc(S(=O)(=O)Nc3cc(C(F)(F)F)cc(C(F)(F)F)c3)cc2)CN1 (stereo not given)	-2	-0.1	8	12	-1	0	2.7	3	1
O=C(CNC(=O)c1ccc(-c2ccccc2)cc1)Nc1ccc(S(=O)(=O)Nc2ncccn2)cc1	-7	0.0	-2	-1	4	-2	1.2	-2	-4
COc1ccc(-c2nn(-c3ccccc3)cc2/C=C/C(=O)OCC(=O)Nc2ccc(C#N)cc2)cc1	5	-0.1	8	5	1	3	5.8	5	-10
CC1(C)CCN2CCC(C)(C)c3c(O)ccc1c32	-2	0.1	-4	-6	-1	48*	-0.4	18*	0
Cc1ccccc1C(=O)NCCNC(=O)c1ccccn1	2	-0.1	-4	0	-2	-4	0.3	-3	2
Cc1cc(NC(=O)CSc2nccn2C)n(-c2ccccc2)n1	-6	0.1	7	6	-3	0	1.2	2	5
CC(C)[C@H](NC(=O)[C@H]1N2C(=O)c3ccccc3C2SC1(C)C)C(=O)NCc1ccco1 (stereo not given in full)	-1	0.0	8	-6	7	-3	3.9	-2	15
CCC(Cc1ccccc1)NC(=O)/C=C/c1ccco1 (stereo not given)	1	-0.1	-10	-5	10	2	0.2	-2	5
Cc1ccc(C(OCCN(C)C)c2cccc(C(F)(F)F)c2)cc1 (stereo not given)	-6	-0.1	8	-4	5	-2	-1.0	-4	-1
OCCN(Cc1ccccc1)Cc1ccccc1F	5	0.0	0	-6	-3	2	1.3	0	-2
Cc1nc2sc(C(c3ccc(Cl)cc3)N3CC(C)OC(C)C3)c(O)n2n1 (stereo not given)	6	0.0	0	2	0	2	-0.7	-2	0
Cc1[nH]cnc1CSCc1ccc(Cl)cc1	-1	0.0	3	4	4	-4	2.0	-5	-3
CC(=O)SC(C)CC(=O)NCc1ccccc1 (stereo not given)	8	0.1	19	-2	-4	2	0.1	-1	4
O=C(NCCN1CCCC1)c1ccc(Br)cc1	9	0.2	5	6	-5	0	1.5	-5	-1
CC(=O)Nc1ccc(-c2csc(NC(=O)c3ccc(C)o3)n2)cc1	-13	0.0	-6	1	14	2	0.8	1	3
Nc1c(C(=O)Nc2ccc3c(c2)OCCO3)nnn1Cc1cccc(Cl)c1	0	-0.1	-10	12	2	-1	-0.3	0	4
CCS(=O)(=O)N1CCC(C(=O)NCCCN2CCN(c3ccccc3F)CC2)CC1	-5	-0.2	-2	6	1	-4	1.5	2	-1
O=C(CSc1nnc(COc2ccc(Cl)cc2)o1)N1c2ccccc2CCc2ccccc21	2	0.0	10	2	16	-6	3.1	8	1
O=C(/C=C/Nc1ccc([N+](=O)[O-])cc1Br)c1cccc2ccccc12	22	-0.1	-19	4	5	3	1.9	-3	3
Cc1cccc(/C(N)=N/OC(=O)COc2ccccc2Cl)c1	22	0.3	-5	4	-1	-2	2.0	0	-13
Cc1ccc2c(c1)NC(=O)C(N1CCOCC1)(C(F)(F)F)O2 (stereo not given)	4	0.0	-1	-1	-2	4	3.8	3	-2
O=C(Nc1nc(-c2ccccc2)cs1)C1c2ccccc2Oc2ccccc21	-9	0.3	-4	-3	3	1	-0.1	10	-1
COc1ccc(Cl)cc1NC(=O)NC(C)c1ccncc1 (stereo not given)	-30	0.0	-5	-8	-2	-1	0.0	1	-3
NC(=S)N/N=C/c1cccc(/C=N/NC(N)=S)c1	-1	0.1	-8	-21	-4	-2	2.2	3	18*
COc1ccccc1CC(=O)Nc1ncc(C)s1	2	-0.1	5	1	3	0	0.6	1	-1
CC1=C(C)CS(=O)N(S(=O)(=O)c2ccc(Cl)cc2)C1 (stereo not given)	29	-0.2	-20	-20	4	1	2.2	-2	0
CCc1cccc(C)c1NC(=O)Cn1nc(C)n2cccc2c1=O	-2	0.0	8	14	-3	0	0.4	-3	4
c1coc(CNc2c3c(nc4ncnn24)CCC3)c1	0	-0.1	4	3	-3	0	4.2	2	-4
COc1cc(OC)cc(C(=O)NCC(=O)NCc2ccccn2)c1	0	0.2	13	0	.	.	.	.	.
Cn1nnnc1SCc1cn2cccnc2n1	-9	0.0	0	10	1	0	-1.2	-2	1
Cc1cccc(C)c1NC(=O)c1ccc(-c2ccc(Cl)cc2Cl)o1	3	-0.2	3	8	8	-1	2.6	6	2
C=CCNC(=O)c1ccccc1S(=O)c1ccccc1C#N (stereo not given)	-2	-0.1	-13	-12	-11	-2	2.5	0	-1
COc1ccc(-n2c(/C=C3\C(=O)N(C)c4ccccc43)nc3ccccc3c2=O)cc1	14	-0.1	4	-1	-4	-5	-0.9	-1	-1
CC1(c2ccccc2Cl)NC(=O)N(CC(=O)Nc2ccc3c(c2)OCO3)C1=O (stereo not given)	-2	0.0	2	5	-2	-2	-2.5	-2	0
CCOC(=O)c1c(C)[nH]c(C)c1C(=O)COC(=O)[C@@H](NC(=O)c1ccccc1OCC)C(C)C	0	0.3	4	3	5	2	3.1	1	-11
COc1ccc(CCNC(=O)C2CCN(C(=O)c3ccccc3)CC2)cc1	7	0.0	2	2	5	-6	-1.1	-2	-6
CCCNC(=O)C1CCN(S(=O)(=O)c2ccc3nc4c(c(C(=O)O)c3c2)CCCCC4)CC1	-3	0.3	6	-7	1	-4	2.1	4	-7
O=C(NCc1ccco1)c1ccc(COc2ccc(Cl)cc2)cc1	-29	0.0	-3	7	7	2	3.2	-1	0
O=C(CN1CCN(S(=O)(=O)c2ccc(F)c(Cl)c2)CC1)N1CCOCC1	0	0.2	4	-2	.	.	2.3	11	.
CSc1nc2ccc(NC(=O)c3nn(C(C)C)c(=O)c4ccccc34)cc2s1	-8	0.1	3	7	3	-2	0.9	4	-1
CNC(=O)c1c(O)c2cccc3c2n(c1=O)CC3	-21	0.0	-2	3	1	-1	0.7	-2	-4
COCCn1c(N)c(Sc2ccc(Cl)cc2)c(=O)[nH]c1=O	2	-0.2	0	-6	-6	3	1.6	-2	2
O=C(N/N=C/c1ccc(Sc2ccccn2)o1)c1cccc([N+](=O)[O-])c1	-2	0.1	4	13	-1	-2	-2.9	4	-1
Following part:
SMILES	JMJD2C inh	Efflux pump mplx	proCasp3 act	proCasp7 act	HCV core dimer	TPT1 inhibitor	PP5 inh	PP1 inh	Fh CTSL1 inh
O=C(CCN1C(=O)C2C3C=CC(C3)C2C1=O)N1CCN(c2ccccc2F)CC1 (stereo not given)	3	0.2	7	-2	0	-1	0.8	0	-3
Cc1c(Oc2ccc(C(F)(F)F)cc2[N+](=O)[O-])ccc2c3c(c(=O)oc12)CCC3	-1	-0.3	1	6	3	1	-3.6	-3	0
N#Cc1c(NC(=S)NC(=O)c2ccccc2)sc2c1CCCC2	-1	-0.1	-11	-27	-16	3	3.2	-4	4
CC(C)C(C)(C#N)NC(=O)CSc1nnc(-c2ccncc2)n1Cc1ccccc1 (stereo not given)	-8	0.1	1	1	-10	-2	2.4	-2	0
COc1ccc(C(=O)CC(=O)C(=O)Nc2ccc(C)c(Cl)c2)cc1	-10	0.3	-6	-10	-3	5	4.1	4	4
CC(=O)Nc1nc(C(F)(F)F)cs1	0	0.0	2	0	2	-4	0.0	-1	3
Cc1c(C(=O)OCC(=O)NCCN2C(=O)CSC2=O)oc2c1ccc1ccccc12	9	0.1	2	7	-1	-1	2.2	-1	3
NC(=O)c1ccsc1NC(=O)CSc1n[nH]c(N)n1	6	0.0	3	10	.	.	.	.	.
